# High-throughput results as filed in PubChem.
# MBNL1-CUG inh: inhibitors of human MBNL1 binding to CUG repeat RNA. Q9NR56. TR-FRET MBNL1-His/biotin-(CUG)12 binding, 665/545 ratio. Potency, µM (doses to about 57.5 µM), for inactives: at the highest dose activity change, negative = inhibition, usual class: inhibitors. hit rate 0.036% among 280,000. AID 2675; active = well fitted inhibition curve with a large enough effect in the signal ratio, with a control signal flat, not every such curve was filed as active; inconclusive = small, poorly fitted or top-dose-only effect, or effect the other way, or a change in a side signal; inactive = no such curve, though single readings can be large or run the other way; the % refers to the signal ratio; note: % is set by controls: 0 for no effect and ±100 for the full control effect
# Target sequence (Q9NR56 whole entry, looked up): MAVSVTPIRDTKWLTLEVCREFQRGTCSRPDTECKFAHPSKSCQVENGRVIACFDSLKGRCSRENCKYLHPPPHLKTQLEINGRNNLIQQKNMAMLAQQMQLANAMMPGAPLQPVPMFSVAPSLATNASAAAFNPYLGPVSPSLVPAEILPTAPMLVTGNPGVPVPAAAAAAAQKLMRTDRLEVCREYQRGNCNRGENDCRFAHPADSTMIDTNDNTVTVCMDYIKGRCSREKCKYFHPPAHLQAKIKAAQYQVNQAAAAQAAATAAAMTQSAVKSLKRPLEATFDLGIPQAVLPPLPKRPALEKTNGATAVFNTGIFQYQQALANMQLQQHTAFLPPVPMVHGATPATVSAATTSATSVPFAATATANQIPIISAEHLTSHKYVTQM
#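 TR-FRET readout: Ex 340 nm, 665/545 nm emission ratio, normalized to buffer-only (basal) and MBNL1-(CUG)12 controls. Complex of MBNL1-His with Biotin-(CUG)12, compounds 92 nM–58 uM, incubated 60 min at room temperature.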
# ELG1 genotox: genotoxicity induction in ELG1-luciferase HEK293T cells. HEK293T ELG1-luciferase reporter, luminescence, 16 h. Potency, µM (titrated, usually from 46 µM), without a hit: top-dose activity change, positive = activation, hits mostly activators. hit rate 1.3% among 330,000. AID 504466; note: % of control where 0% means no effect; nearly all actives have a fitted effect of over 60% in size
#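 Genotoxic stress is detected as increased luminescence from luciferase-tagged ELG1 in HEK293T cells, measured with ONE-Glo after a 16 hr treatment at 37 °C.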
# uPA generation: cell surface uPA generation inhibition; cell surface uPA generation assay, qHTS; Potency, µM (doses to about 38.3 µM), inactives show at the top dose activity change, negative = inhibition, most hits filed as inhibitors; hit rate 0.31% among 330,000; AID 540303; active = well fitted inhibition curve with a large enough effect; inconclusive = small, poorly fitted or top-dose-only effect; inactive = no such curve, though single readings can be large or run the other way; tested in mouse RAW 264.7 cells; note: % is set by controls: 0 for no effect and ±100 for the full control effect; nearly all actives have a fitted effect of over 55% in size
# RORg inh: inhibitors of mouse ROR gamma transcriptional activity. P51450. Drosophila S2 Gal4-RORgamma UAS-luciferase reporter, 20 h. Potency, µM (titrated, usually from 53.6 µM), for inactives: at the highest dose activity change, negative = inhibition, actives largely listed as inhibitors. hit rate 5.4% among 310,000. AID 2551; note: % is set by controls: 0 for no effect and ±100 for the full control effect; nearly all actives have a fitted effect of over 60% in size
# Target sequence (P51450 whole entry, looked up, the tested form may be a part): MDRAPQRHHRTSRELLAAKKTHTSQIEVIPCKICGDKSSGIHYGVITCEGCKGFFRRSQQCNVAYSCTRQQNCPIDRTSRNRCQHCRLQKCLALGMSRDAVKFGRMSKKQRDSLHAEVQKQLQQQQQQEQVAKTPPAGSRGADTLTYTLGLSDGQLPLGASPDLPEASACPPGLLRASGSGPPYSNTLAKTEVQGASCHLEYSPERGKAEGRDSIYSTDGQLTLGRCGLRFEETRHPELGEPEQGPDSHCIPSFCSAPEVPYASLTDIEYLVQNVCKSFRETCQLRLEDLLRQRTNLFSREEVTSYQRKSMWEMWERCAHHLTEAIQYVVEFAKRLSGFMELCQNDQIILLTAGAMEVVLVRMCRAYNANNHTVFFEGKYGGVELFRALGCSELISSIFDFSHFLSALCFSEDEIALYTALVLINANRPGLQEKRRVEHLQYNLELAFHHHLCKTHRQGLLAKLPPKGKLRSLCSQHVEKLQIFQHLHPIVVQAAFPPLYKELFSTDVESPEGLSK
#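 Drosophila Schneider cells stably carrying a metallothionein-driven Gal4 DBD–ROR gamma fusion and a UAS-Photinus luciferase reporter were exposed to compound for 1 hr, then induced with copper sulfate (700 uM final) for 20 hr at ambient temperature before luminescence reading.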
# FLuc modulator: counter-screen for miR-21 project: firefly luciferase inhibitors or activators; P08659; purified FLuc, Km substrates, luminescence inhibition; Potency, µM (doses to about 57.5 µM), inactives show at the highest dose activity change, negative = inhibition, hits mostly inhibitors; hit rate 6.9% among 360,000; AID 588342;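 note: plate controls were vehicle for no effect and reference inhibitor for full effect; nearly all actives have a fitted effect of over 55% in size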
#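 Purified P. pyralis luciferase, 10 nM final, with Km-level 10 uM D-luciferin and 10 uM ATP in 50 mM Tris acetate pH 7.5, 10 mM Mg acetate, 0.01% Tween-20, 0.05% BSA; 6-point qHTS titration about 60 µM downward; luminescence read.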
# BRCA1 expr act: increases BRCA1 expression; MCF7-BRCA1-FFLuc reporter, luminescence, 48 h; response scale: scaled: vehicle 0%, 10 µM genistein 100%; Potency, µM (doses to about 46.1 µM), for the others: at the top dose activation, usual class: activators; hit rate 1.1% among 380,000; note: nearly all actives have a fitted effect of over 80% in size; some results filed as inactive show a strong effect at the top dose
#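 First, MCF7-BRCA1-FFLuc cells (2000/well) attach for 2 h; next, compounds are pin-added and incubated 48 h at 37 °C; finally, luciferase reagent is added and luminescence read after 15 min.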
# VP16 counter: inhibits Gal4-VP16 luciferase reporter, ROR gamma counter-screen; hit rate 3.5% among 310,000; Potency, µM (doses to about 53.6 µM), for inactives: top-dose activity, negative = inhibition, actives largely listed as inhibitors; Drosophila S2 Gal4-VP16 UAS-luciferase, luminescence, 20 h; AID 2546;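 note: Gal4-VP16 expression switched on by copper sulfate through the metallothionein promoter; % is set by controls: 0 for no effect and ±100 for the full control effect; nearly all actives have a fitted effect of over 50% in size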
# p53 reactivation: restores transcriptional activity of mutant p53; hit rate 0.063% among 320,000; Potency, µM (series often up to 92.2 µM), inactives show top-dose activity change, positive = activation, most hits filed as activators; H1299 p53-A138V BP100-luciferase reporter, luminescence, 24 h; note: % of control where 0% means no effect; nearly all actives have a fitted effect of over 45% in size
#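 H1299 (p53-null), stable ts p53-A138V + BP100-Luc; 1000 cells/well, Opti-MEM/10% FBS; cpd 4 pt, 1:5; 24 h, 37 deg C, 5% CO2; detection reagent 10 min RT; luminescence.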
# Rab9 promoter act: activators of Rab9 promoter; Huh7 Rab9 promoter-luciferase reporter, luminescence, 24 h; Potency, µM (highest dose often 9.22 µM), for inactives: at the top dose activation, negative = inhibition, hits mostly activators; hit rate 2.8% among 320,000; note: % of control where 0% means no effect; nearly all actives have a fitted effect of over 60% in size
#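 Huh7 reporter line, Rab9 promoter upstream of luciferase. Compound exposure 24 h at 37 °C in reduced-serum medium with 10% FBS. Read-out: luminescence.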
# NPC1 promoter act: activates the NPC1 promoter; Huh7 NPC1 promoter luciferase reporter, 24 h; Potency, µM (series often up to 9.22 µM), for the others: at the top dose activation, most hits filed as activators; hit rate 2.4% among 320,000;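 note: % of control where 0% means no effect; nearly all actives have a fitted effect of over 60% in size; reporter is driven by a mutant NPC1 promoter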
#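 Stable NPC1-promoter luciferase Huh7 line; cpd (DMSO) 24 h, 37 °C, 5% CO2; Amplite luciferase reagent 10 min RT; luminescence readout. qHTS format.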
# An asterisk follows results filed as active; ? = inconclusive; . = not tested or not shown; & = joins results of further samples; [ ] = remark or other dose. Unless noted, calls come from the whole dose curve; as a rule, active = well fitted curve in the direction sought with a large enough effect; inconclusive = small, poorly fitted or top-dose-only effect, or another doubt; inactive = no such curve, though single readings can be large; an effect the other way counts as inactive or inconclusive. Potency is the fitted concentration of half-maximal effect.
# Below each compound: VP16 counter | p53 reactivation | RORg inh | FLuc modulator | NPC1 promoter act | uPA generation | ELG1 genotox | MBNL1-CUG inh | Rab9 promoter act | BRCA1 expr act
> CC1CCCN(C(=O)CN2C(=O)c3ccccc3C2=O)C1 (stereo not given)
 : 2% | 1% | 14% | 5% | -8% | 2% | 2% | 21% | -10% | -2%[1.84 µM]
> Cc1cccc(C(=O)N2CCN(C(=O)c3cccc(C)c3)C(C)C2)c1 (stereo not given)
 : -5% | 8% | -18% | 3% | 2% | -3% | -10% | -7% | -11% | 3%
> N#CCSc1ccccc1NC(=O)COC(=O)Cc1c[nH]c2ccccc12
 : . | 3% | . | -6% | 0% | 17% | 1% | . | 3% | -30%
> Cc1ccc(NS(=O)(=O)c2ccc(Cl)c(C(=O)Nc3ccccc3-c3nc4ccccc4[nH]3)c2)cc1C
 : -9% | 9% | ? | -11% | -4% | -12% | -9% | 0% | -7% | -78%
> CCN(C(=O)COC(=O)CCC(=O)c1cccs1)C1CCCCC1
 : . | -3% | . | . | . | -12% | 0% | . | . | -14%
> COc1nc(OC)nc(N2CCC(C(=O)NCc3ccc(F)cc3)CC2)n1
 : -4% | 10% | 6% | 0% | -2% | -3% | -2% | 0% | -2% | 7%
> CC1CCCCN1C(=O)CSc1nc2ccsc2c(=O)n1Cc1ccccn1 (stereo not given)
 : 1% | 4% | 38% | 0% | 21% | . | 6% | -5% | ? | 95%
> Cc1cccc(N2CCN(C(=O)c3ccc(NC4=NC5CS(=O)(=O)CC5S4)cc3)CC2C)c1 (stereo not given)
 : -2% | 5% | -15% | 1% | 0% | 5% | 1% | -2% | -1% | 3%
> CC(C)NS(=O)(=O)c1ccc(NC(=S)NC(=O)c2cccc([N+](=O)[O-])c2)cc1
 : -17% | -4% | -6% | -2% | 0% | 4% | -4% | . | 0% | -9%
> Cc1ccc(S(=O)(=O)N(C)c2ccc(OCC(=O)OCC(=O)N(CC#N)c3ccccc3)cc2)cc1
 : . | -6% | . | -2% | -3% | -2% | -1% | . | -1% | -5%
> Cc1ccc[n+](/C(C(=S)NCc2ccco2)=C(/[O-])c2ccccc2Cl)c1
 : 16% | 2% | -29% | -1% | 1% | 1% | -1% | 7% | 2% | 10%
> COc1ccc2c(c1)c1nnc(SCC(=O)NC3CC3)nc1n2C
 : -1% | -5% | ? | -12% | -3% | -2% | 1% | ? | -7% | -18%
> O=C(CN1C(=O)NC2(CCCCC2)C1=O)Nc1cc(C(F)(F)F)ccc1N1CCCCC1
 : . | 5% | . | 2% | -5% | 3% | 0% | . | -1% | -26%
> C=CCn1c(CCNC(=O)c2ccccc2F)nnc1SCC(=O)Nc1nc(C)cs1
 : 8% | 5% | 2% | 5% | -5% | -1% | -4% | -6% | -10% | -23%
> COC(=O)c1c(NC(=O)COC(=O)c2ccc(NC(=O)CC#N)cc2)sc2c1CCCCC2
 : -4% | -11% | 3% | -3% | -5% | 1% | ? | 1% | -3% | -8%
> Cc1ccnc(NS(=O)(=O)c2ccc(NC(=O)c3cc(-c4ccc(Br)cc4)nc4ccccc34)cc2)n1
 : ? | -4% | -27% | -22% | -1% | -3% | -1% | 82%[activator] | 0% | -21%
> CN(C)CCNC(=O)/C(=C/c1ccc(-c2cccc(Cl)c2)o1)NC(=O)c1ccccc1
 : ? | -30%[inhibitor] | 3.2µM* | 3% | -3% | 4% | 10% | . | -2% | -11%
> COc1ccc(NC(=O)COc2ccccc2Cc2ccccc2)cc1S(N)(=O)=O
 : ? | -5% | ? | -1% | -10% | -12% | -20% | -4% | -5% | -61%
> CN(C(=O)c1ccc2c(c1)C(=O)N(CCC1=CCCCC1)C2=O)C1CCCCC1
 : -21% | 10% | -22% | -12% | 0% | 0% | -1% | ? | -3% | -20%
> O=C(COC(=O)c1ccccc1Nc1ccccc1)NCc1ccccc1Cl
 : ? | -9% | ? | 6% | 2% | 0% | -2% | -2% | 0% | -21%

# Entries above marked active in RORg inh:
Structure,p53 reactivation,RORg inh,NPC1 promoter act,uPA generation,Rab9 promoter act,BRCA1 expr act
CN(C)CCNC(=O)/C(=C/c1ccc(-c2cccc(Cl)c2)o1)NC(=O)c1ccccc1,-30%[inhibitor],3.2µM*,-3%,4%,-2%,-11%

# 2 entries drawn at random from the list so far, as already listed:
# Below each compound: VP16 counter | p53 reactivation | RORg inh | FLuc modulator | NPC1 promoter act | uPA generation | ELG1 genotox | MBNL1-CUG inh | Rab9 promoter act | BRCA1 expr act
> COc1ccc(NC(=O)COc2ccccc2Cc2ccccc2)cc1S(N)(=O)=O
 : ? | -5% | ? | -1% | -10% | -12% | -20% | -4% | -5% | -61%
> Cc1ccnc(NS(=O)(=O)c2ccc(NC(=O)c3cc(-c4ccc(Br)cc4)nc4ccccc34)cc2)n1
 : ? | -4% | -27% | -22% | -1% | -3% | -1% | 82%[activator] | 0% | -21%

# Back to the main list with the two entries that preceded the break.
# Below each compound: VP16 counter | p53 reactivation | RORg inh | FLuc modulator | NPC1 promoter act | uPA generation | ELG1 genotox | MBNL1-CUG inh | Rab9 promoter act | BRCA1 expr act
> CN(C(=O)c1ccc2c(c1)C(=O)N(CCC1=CCCCC1)C2=O)C1CCCCC1
 : -21% | 10% | -22% | -12% | 0% | 0% | -1% | ? | -3% | -20%
> O=C(COC(=O)c1ccccc1Nc1ccccc1)NCc1ccccc1Cl
 : ? | -9% | ? | 6% | 2% | 0% | -2% | -2% | 0% | -21%
> COc1ccc(N=Cc2cc(Cl)ccc2O)cc1Cl
 : 1% | -1% | -5% | ? | 3% | 1% | 1% | 6% | 1% | -29%
> Cc1ccc(S(=O)(=O)c2c(N)n(NC(=O)C3CC3)c3nc4ccccc4nc23)cc1
 : -6% | -10% | 8%[10 µM] | -3% | 8% | 5% | 0% | ? | ? | 9%
> COc1ccc(CCNC(=O)C(=O)NN=C2CCCCCCC2)cc1OC
 : -11% | 2% | 2% | -1% | 1% | -8% | -2% | -3% | 0% | 3%
> O=C(NC(=S)NC1CCS(=O)(=O)C1)c1cccc([N+](=O)[O-])c1 (stereo not given)
 : -14% | 9% | -27% | -1% | 1% | 6% | -8% | 5% | 5% | -3%
> COc1cc(/C=C2/C(=O)N(c3ccc(C)c(C)c3)N=C2C)cc([N+](=O)[O-])c1O
 : 0% | . | 2% | 17µM* | -6% | 0% | 0% | 5% | 3% | 8%
> CCOC(=O)N1CCN(Cc2nc(CC3CC3)no2)CC1
 : 3% | 6% | 2% | -13% | 2% | 2% | 6% | 8% | 28% | 61%
> COC(=O)c1ccc2c(c1)C(=O)N(C1CCCCC1)C2=O
 : 3% | -1% | 0% | -8% | 2% | 2% | 2% | 5% | -9% | 1%
> CCN(CC)C(=O)CSc1nc(N)c2c3c(sc2n1)CC(C)CC3 (stereo not given)
 : 3% | 14% | ? | 1.9µM* | 17% | -8% | 16% | 0% | 19% | 0%
> OCCNNC(=S)NC1CC2C=CC1C2 (stereo not given)
 : 13% | -2% | -34% | 2% | -1% | -4% | 0% | -8% | 0% | -14%
> O=C1N=c2ccccc2=C1c1sc(=S)n(-c2ccc(O)cc2)c1O
 : 13% | 5% | -35% | 4% | 2% | 0% | -5% | . | 1% | -25%
> COc1ccc(C(=O)Nc2n[nH]c(-c3ccncc3)n2)cc1
 : 4% | 20% | 31% | -14% | 8% | . | 0% | -1% | 19% | 20%
> COc1ccc(C(=O)Nc2nnc(Cc3cccs3)s2)cc1OC
 : 4% | 2% | 4% | 2% | 13% | 9% | 1% | 150%[activator] | -1% | -24%
> COC(=O)C1=CO[C@@H](O[C@@H]2O[C@H](CO)[C@@H](O)[C@H](O)[C@H]2O)C2C(CO)=CCC12 (stereo not given in full)
 : 5% | 3% | 11% | . | . | 2% | 3% | . | . | 20%
> CCOc1cc(C2CC(=O)Nc3cc(C)c(C)cc32)ccc1O (stereo not given)
 : 2% | -1% | -7% | 5% | -1% | -11% | -2% | -4% | 5% | -9%
> CCN(CC)S(=O)(=O)c1ccc2[nH]cc(C(=O)NCCc3ccccc3)c(=O)c2c1
 : ? | -6% | 29% | 10%&-4% | -4% | 2% | -10% | -7% | -27% | -35%&-42%
> Cc1ccc(S(=O)(=O)N2C[C@@H]3[C@H]4CC[C@H](C4)[C@@H]3[C@@H](C)[C@H]2c2ccn(Cc3ccccc3)c2)cc1
 : . | 17% | . | . | . | ? | -6% | . | . | -35%
> O=C(c1c(F)cccc1F)N(Cc1cccs1)C1CCCC1
 : 1% | -3% | -21% | 2% | -1% | ? | -3% | 2% | -7% | -18%
> CS(=O)(=O)Cc1nc2ccccc2oc1=O
 : -13% | 10% | ? | 1% | -2% | -21% | 0% | -4% | -24% | -28%
> COc1cc(NC(=O)CCc2c(C)nc3nc(C)nn3c2C)cc(OC)c1
 : -4% | -5% | -7% | 2% | -1% | 1% | 0% | -10% | 6% | 11%
> O=C(Nc1nc(-c2ccco2)c(-c2ccco2)s1)c1ccc(F)cc1F
 : . | ? | . | 2% | 20% | -20% | 17% | . | 22% | 51%
> CC(NS(=O)(=O)c1cccc(S(=O)(=O)c2ccccc2)c1)C(=O)O (stereo not given)
 : -5% | 3% | 30% | 1% | 1% | -2% | -3% | -6% | -2% | 0%
